# Bioassay records: PubChem, several laboratories
# BAP1 inh: inhibitors of human BAP1 deubiquitinase; Q92560; recombinant BAP1, Ub-AMC hydrolysis fluorescence kinetic; active compounds read low; activity remaining (% of control), % at 20 µM; 72,000 tested, 0.48% active; AID 436;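 active = activity remaining at or below 50% of control, provided the compound also passes the data quality filters; inactive = the rest, including low values that fail the filters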;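 note: 100% = DMSO wells rate and 0% = substrate alone blank rate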
# HePTP inhibitor: inhibitors of human HePTP phosphatase | recombinant HePTP phosphatase activity, OD absorbance | 110,000 tested, 0.64% active | P35236 | AID 521 | inhibition, % at 20 µM; in the data active = inhibition above about 50%;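 note: plate controls were vehicle for no effect and reference inhibitor for full effect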
# Target sequence (P35236 whole entry, looked up): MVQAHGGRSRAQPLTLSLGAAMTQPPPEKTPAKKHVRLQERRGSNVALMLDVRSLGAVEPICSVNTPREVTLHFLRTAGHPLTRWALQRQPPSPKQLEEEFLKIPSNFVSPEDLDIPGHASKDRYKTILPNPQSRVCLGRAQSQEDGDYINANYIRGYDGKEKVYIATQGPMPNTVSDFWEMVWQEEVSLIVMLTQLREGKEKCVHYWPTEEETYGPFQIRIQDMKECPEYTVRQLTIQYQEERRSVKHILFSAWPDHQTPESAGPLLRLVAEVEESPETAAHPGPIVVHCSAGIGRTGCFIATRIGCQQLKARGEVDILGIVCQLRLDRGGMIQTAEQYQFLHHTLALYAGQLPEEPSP
# Numbers without * were called inactive; . = no result given; & = joins results of further samples.
cpd	compound	BAP1 inh	HePTP inhibitor
1	C=CCN1C(=O)/C(=C/c2ccc(OC(=O)C34CC5CC(CC(C5)C3)C4)c(OC)c2)SC1=S	.	-6
2	Cn1c(=O)c2cc(S(=O)(=O)NC(C(=O)NCc3cccnc3)c3ccccc3)ccc2n(C)c1=O (stereo not drawn)	94	1
3	O=S(=O)(NC1CC2CCC1C2)c1ccc(Br)s1 (stereo not drawn)	140	6
4	O=C(NCc1ccco1)c1cnn2c1NC(c1ccc(Br)cc1)CC2C(F)(F)F (stereo not drawn)	117	-9
5	Cc1ccc2c(c1)-c1c(ssc1=S)C(C)(C)N2C(=O)CSc1nncn1C	84	10
6	CCOC(=O)c1ccc(NC(=S)NC(=O)c2ccco2)cc1	.	-10
7	COc1cc(NC(=O)c2ccc(F)cc2)cc(OC)c1	.	1
8	Cc1cc(C)nc(NS(=O)(=O)c2ccc(NC(=O)CSc3nccn3C)cc2)n1	.	-16
9	CCOC(=O)c1ccc2nc(NC(=O)c3cccs3)sc2c1	.	2
10	COc1ccc(OCCCN2CCCC2)cc1	.	8
11	COc1cccc(-c2nnc(NC(=O)/C=C/c3ccccc3)s2)c1	.	-7
12	Cc1ccc(C)c(SCC(=O)Nc2nnc(-c3ccccc3)o2)c1	72	8
13	COc1ccc(OC)c(S(=O)(=O)N2CCN(C)CC2)c1	102	-4&-6
14	CCN1CCN(C(=O)C2CC(c3ccc(F)cc3)=NO2)CC1 (stereo not drawn)	99	5
15	Brc1ccccc1OCCCN1CCCC1	.	2
16	COc1cc(C2CC(=O)c3cnc(NC(=O)COc4ccccc4)nc3C2)cc(OC)c1OC (stereo not drawn)	78	-8
17	CC(=O)N=c1sc(C(C)(C)C)c(C)n1C	117	0
18	C=CCSc1nc2ccccc2c(=O)n1Cc1ccccc1	.	2
19	CCOC(=O)CNC(=O)CSc1ncnc2c1cnn2Cc1ccccc1	96	-3
20	N#Cc1ccc(-c2csc(NC(=O)C3CC3)n2)cc1	94	6

# Molecules shown so far with a thiophene ring, fused or not:
cpd	compound	BAP1 inh	HePTP inhibitor
3	O=S(=O)(NC1CC2CCC1C2)c1ccc(Br)s1 (stereo not drawn)	140	6
9	CCOC(=O)c1ccc2nc(NC(=O)c3cccs3)sc2c1	.	2

# More records
cpd	compound	BAP1 inh	HePTP inhibitor
21	CCOC(=O)CSc1nnc(CCCN2C(=O)c3cccc4cccc(c34)C2=O)n1-c1ccccc1	.	-2
22	CCOC(=O)c1c(C)[nH]c2ccc(OC(C)=O)cc12	.	6
23	Clc1ccc(/C=N\N2CCN(C(c3ccccc3)c3ccccc3)CC2)cc1	.	2
24	O=C(c1cc2ccccn2n1)N1CCCC1	106	0
25	CCC(=O)Nc1cccc(NC(=O)CSc2nnc(C(C)C)n2CC)c1	111	7
26	O=C(O)COc1ccc(Cl)cc1CO	.	6
27	Oc1ccccc1C1=Nc2nc3ccccc3n2C(c2ccccc2)C1 (stereo not drawn)	51	-4
28	CCc1ccc(NC(=O)CCn2c(=O)oc3ccccc32)cc1	102	9
29	COc1ccc(C2=NN(C(=O)CCC(=O)O)C(c3ccc(C)cc3)C2)cc1 (stereo not drawn)	.	-2
30	CCn1nnnc1SCC(=O)Nc1ccc(OCc2ccccc2)cc1	67	9

# From no. 5 as far as 28, as listed above:
cpd	compound	BAP1 inh	HePTP inhibitor
5	Cc1ccc2c(c1)-c1c(ssc1=S)C(C)(C)N2C(=O)CSc1nncn1C	84	10
6	CCOC(=O)c1ccc(NC(=S)NC(=O)c2ccco2)cc1	.	-10
7	COc1cc(NC(=O)c2ccc(F)cc2)cc(OC)c1	.	1
8	Cc1cc(C)nc(NS(=O)(=O)c2ccc(NC(=O)CSc3nccn3C)cc2)n1	.	-16
9	CCOC(=O)c1ccc2nc(NC(=O)c3cccs3)sc2c1	.	2
10	COc1ccc(OCCCN2CCCC2)cc1	.	8
11	COc1cccc(-c2nnc(NC(=O)/C=C/c3ccccc3)s2)c1	.	-7
12	Cc1ccc(C)c(SCC(=O)Nc2nnc(-c3ccccc3)o2)c1	72	8
13	COc1ccc(OC)c(S(=O)(=O)N2CCN(C)CC2)c1	102	-4&-6
14	CCN1CCN(C(=O)C2CC(c3ccc(F)cc3)=NO2)CC1 (stereo not drawn)	99	5
15	Brc1ccccc1OCCCN1CCCC1	.	2
16	COc1cc(C2CC(=O)c3cnc(NC(=O)COc4ccccc4)nc3C2)cc(OC)c1OC (stereo not drawn)	78	-8
17	CC(=O)N=c1sc(C(C)(C)C)c(C)n1C	117	0
18	C=CCSc1nc2ccccc2c(=O)n1Cc1ccccc1	.	2
19	CCOC(=O)CNC(=O)CSc1ncnc2c1cnn2Cc1ccccc1	96	-3
20	N#Cc1ccc(-c2csc(NC(=O)C3CC3)n2)cc1	94	6
21	CCOC(=O)CSc1nnc(CCCN2C(=O)c3cccc4cccc(c34)C2=O)n1-c1ccccc1	.	-2
22	CCOC(=O)c1c(C)[nH]c2ccc(OC(C)=O)cc12	.	6
23	Clc1ccc(/C=N\N2CCN(C(c3ccccc3)c3ccccc3)CC2)cc1	.	2
24	O=C(c1cc2ccccn2n1)N1CCCC1	106	0
25	CCC(=O)Nc1cccc(NC(=O)CSc2nnc(C(C)C)n2CC)c1	111	7
26	O=C(O)COc1ccc(Cl)cc1CO	.	6
27	Oc1ccccc1C1=Nc2nc3ccccc3n2C(c2ccccc2)C1 (stereo not drawn)	51	-4
28	CCc1ccc(NC(=O)CCn2c(=O)oc3ccccc32)cc1	102	9

# The listing continues.
cpd	compound	BAP1 inh	HePTP inhibitor
31	CCC(=O)Nc1sc(Cc2ccccc2)c(C)c1C(N)=O	.	-12
32	COc1ccc(C2CC(c3cccs3)=NN2C(=O)CCC(=O)O)cc1 (stereo not drawn)	.	-8
33	CC(=O)Nc1ccc(S(=O)(=O)N2CCC(NC(=O)C(Cc3cccn3C)NC(C)=O)CC2)cc1 (stereo not drawn)	88	4
34	O=C(c1cccc2ccccc12)N1CCN(CC2CC=CCC2)CC1 (stereo not drawn)	94	-2
35	CCN1CCCC1CNC(=O)CSc1cc(=O)n(C)c2cc(Cl)ccc12 (stereo not drawn)	99	2
36	O=C(COc1ccccc1Cl)Nc1ccc2oc(-c3ccncc3)nc2c1	.	-6
37	C1CCC(OCCN2CCN(CCOC3CCCCC3)CC2)CC1	89	3
38	Cc1cc(NC(=O)CCC2CCCC2)no1	53	4
39	O=C(O)c1ccc(NS(=O)(=O)/C=C/c2ccccc2)cc1O	93	7
40	O=C(O)c1ccc2c(c1)C(=O)N(c1ccc(-c3nc4ccccc4c(=O)o3)cc1)C2=O	.	15
41	Cc1ccc(-n2nc3ccc(NC(=O)c4cc(Cl)ccc4I)cc3n2)cc1	.	3
42	CCC1CCCCN1CCCNC(=O)COc1cc(=O)n(C)c2ccccc12 (stereo not drawn)	92	-11
43	N#CC(C(=O)NCc1ccco1)c1nc2ccccc2nc1N1CCOCC1 (stereo not drawn)	.	6
44	COC(=O)c1ccccc1NC(=O)C1CCCCC1C(=O)O (stereo not drawn)	105	-4
45	CC1(C)SC2c3ccccc3C(=O)N2[C@@H]1C(=O)NCc1ccco1 (stereo partly drawn)	102	-1
46	CCC(=O)OCCn1c(=O)c2cc3c(=O)n(CCOC(=O)CC)c(=O)c3cc2c1=O	105	-1
47	CCOc1ccc2nc(NC(=O)c3ccccc3O)sc2c1	.	10
48	CC1(C)CC(NCCC#N)CC(C)(C)N1	.	-10
49	Cn1c(=O)c2c(nc(CN3CCC(C(N)=O)CC3)n2CCc2ccccc2)n(C)c1=O	149	-12
50	S=C1NCCOCCOCCOCCNC(=S)N2CCOCCOCCN1CCOCC2	.	0
51	O=C(COc1ccc(Cl)cc1Br)NNC(=O)c1ccccc1O	.	-12
52	CN1CCN(c2ccccc2NC(=O)c2cc(Br)ccc2Cl)CC1	119	2
53	COCCNC(=O)CN(c1ccc(C)cc1)S(C)(=O)=O	.	-12
54	O=C(c1cccc(F)c1)N1CCN(c2cc(N3CCCC3)c(F)cc2[N+](=O)[O-])CC1	.	6
55	Cc1cc(NC(CC(C)C)C(=O)O)nc(Cc2ccccc2)n1 (stereo not drawn)	95	6
56	O=C1c2ccncc2C(=O)N1CO	106	7
57	Oc1ccc(/C=N/Nc2nnc(-c3ccccc3)c(-c3ccccc3)n2)cc1	.	7
58	O=C(O)CCCC(=O)Nc1cccc(C(F)(F)F)c1	108	5
59	O=P1(O)C=C(c2ccccc2)NC(c2ccccc2)=C1	129	9
60	Cc1noc(/C=C/N(C)C)c1S(=O)(=O)N1CCCC(C(=O)NCCC2=CCCCC2)C1 (stereo not drawn)	63	-9
61	CCOC(=O)CSc1nc2ccccc2n1C(=O)OCC	110	8
62	Cc1ccc(-c2noc(CNCCCN(C)C)n2)cc1	107	-3
63	CSc1nc2ccccc2n1CC(=O)Nc1ccccc1	89	-3
64	Cc1cc(N2CC(C)OC(C)C2)n2c(nc3ccccc32)c1C#N (stereo not drawn)	.	7
65	COc1ccc(NC(C)=O)cc1NC(=O)CN1CCN(C2c3ccccc3-c3ccccc32)CC1	103	-3
66	Cc1ccc(S(=O)(=O)N2CCOCC2)cc1C(=O)NCc1ccco1	91	13
67	COc1ccc(OC)c(C(=O)CSc2nnc(-c3cccs3)o2)c1	.	-8
68	CCOC(=O)CC1C(=O)NCCN1Cc1cccc(OC)c1 (stereo not drawn)	89	6
69	Cc1ccccc1CN1CCN(C(=O)C(c2ccccc2)c2ccccc2)CC1	.	2
70	O=C1/C(=C/c2ccccc2[N+](=O)[O-])SC(=S)N1c1cccc(C(F)(F)F)c1	.	1
71	CCCSc1oc(-c2ccco2)nc1S(=O)(=O)c1ccccc1	102	5
72	CC(=O)c1cnc(Nc2nc(C)c3ccccc3n2)nc1C	65	3
73	O=C1CN(c2ccccc2Cl)C(=O)CN1c1ccccc1Cl	60	11
74	O=C1CC(c2ccccc2)CN1C(=O)c1cncc(Br)c1 (stereo not drawn)	.	-7
75	O=C(Nc1ccccn1)N1CCOCC1	101	9
76	N#Cc1ccc(CSc2nnc(NC(=O)CN3C(=O)C4CC=CCC4C3=O)s2)cc1 (stereo not drawn)	101	5
77	CN1CCN(C(=O)c2ccc(COc3ccc(Cl)cc3Cl)cc2)CC1	139	5
78	COc1ccc(C2C(C(C)=O)=C(C)Nc3ncnn32)cc1OC (stereo not drawn)	54	-6
79	O=[N+]([O-])c1ccc(Nc2nc(-c3ccccc3)cc(-c3ccccc3)n2)cc1	.	-10
80	COc1cc2c(cc1OC)C(C)N(CC(=O)O)CC2 (stereo not drawn)	.	-2

# The results go on.
cpd	compound	BAP1 inh	HePTP inhibitor
81	O=C(c1cccs1)N1CCC(N2CCN(c3ccccc3)CC2)CC1	95	9
82	COc1ccccc1OCc1nc2ccccc2[nH]1	56	7
83	CN(C)CCCNC(=O)C(F)(F)C(F)(F)C(F)(F)C(F)(F)C(F)(F)Cl	.	2
84	Cn1c(=O)[nH]c(=O)c2c1nc(N1CCN(c3ccccc3)CC1)n2CCSc1ncccn1	101	2
85	C=C(C)COc1ccc(-c2[nH]ncc2Oc2ccccc2OCC)c(O)c1	81	4
86	CCOc1cc(C(=O)NCc2ccncc2)cc(OCC)c1OCC	135	-4&14
87	COCCCn1c(CCC(=O)O)ccc1-c1cccs1	77	-1
88	COC(=O)c1cc(C(=O)NCC2CCCO2)cc([N+](=O)[O-])c1 (stereo not drawn)	.	-8
89	O=C(c1ccccc1CCc1ccccc1)N1CCN(c2ccccn2)CC1	90	2
90	NC(=O)c1ccc(NC(=O)c2cccc(Cl)c2)cc1	.	-1
91	COc1ccc(C(=O)N2CCN(Cc3cccc4ccccc34)CC2)cc1OC	.	4
92	NC(=O)CSc1nc2ccc([N+](=O)[O-])cc2s1	.	-11
93	O=C(Nc1ccc2c(c1)OCO2)OCc1ccccc1	98	4
94	CCN(CC)c1ccc(NC(=O)c2ccc3ccccc3c2)cc1	.	-6
95	Cc1cc2ncn(S(=O)(=O)c3ccc(S(=O)(=O)N4CCOCC4)cc3)c2cc1C	76	-8
96	O=S(=O)(NCc1cccnc1)c1ccc(Cl)c(Cl)c1Cl	143	-6
97	Cc1ccc(S(=O)(=O)Cc2ccc(C(=O)NCc3ccc4c(c3)OCO4)o2)cc1	95	0
98	CCC(=O)NCCc1cc2ccc(C)cc2[nH]c1=O	84	-6
99	Cc1ccc(-n2ncc3c2ncn2c(C)nnc32)cc1C	75	-1
100	CC1=C(C(=O)N(C)Cc2ccccc2)C2(CCC(C)CC2)OC1=O (stereo not drawn)	97	5
101	CC(=O)Nc1ccc(S(=O)(=O)N2CCN(C(=O)Cc3ccccc3)CC2)cc1	145	13
102	Cc1cc(C)c(S(=O)(=O)NC(=O)C23CC4CC(CC(C4)C2)C3)c(C)c1	.	9
103	CCC1CCc2c(sc(NC(=O)c3cccs3)c2C(N)=O)C1 (stereo not drawn)	.	-10
104	c1cc(CN2CCN(C3CCCCCC3)CC2)ccn1	.	6
